High-throughput results (PubChem)
HEK293 NFkB inh: inhibitors of the PMA/ionomycin-induced NF-kB reporter in HEK293 cells; inhibition, % at 3 µM; actives 0.21% (n = 62,000); HEK-293 NF-kB luciferase reporter, luminescence;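 active = inhibition above the mean of all tested compounds plus 3 SD, cut at about 40% in these data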;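 also: 0% = stimulated DMSO wells and 100% = 10 µM reference inhibitor 5653914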
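Timing: 1 h pretreatment, 16 h stimulation, 37 °C; system: HEK-293 cells with stable firefly luciferase reporter driven by four HIV NF-kB elements; doses: 3 µM once, 0.30% DMSO; measured by: luciferase luminescence; control set: DMSO and 10 µM reference inhibitor; repeats: single test; reagent: PMA plus ionomycin mix as NF-kB-activating stimulus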
HTR1A agonist: 5-HT1a (human) receptor agonism; P08908; CHO 5-HT1a Ga15 NFAT-bla reporter, FRET ratio; 0% basal, 100% maximal reference agonist; activation, % at 10 µM; actives 0.56% (n = 65,000); AID 567;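 active = activation above the screen-wide mean activation plus 3 SD, cut at about 19% in these data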;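 also: 0% = DMSO wells and 100% = 5-CT at EC100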
Target sequence (P08908 whole entry, looked up): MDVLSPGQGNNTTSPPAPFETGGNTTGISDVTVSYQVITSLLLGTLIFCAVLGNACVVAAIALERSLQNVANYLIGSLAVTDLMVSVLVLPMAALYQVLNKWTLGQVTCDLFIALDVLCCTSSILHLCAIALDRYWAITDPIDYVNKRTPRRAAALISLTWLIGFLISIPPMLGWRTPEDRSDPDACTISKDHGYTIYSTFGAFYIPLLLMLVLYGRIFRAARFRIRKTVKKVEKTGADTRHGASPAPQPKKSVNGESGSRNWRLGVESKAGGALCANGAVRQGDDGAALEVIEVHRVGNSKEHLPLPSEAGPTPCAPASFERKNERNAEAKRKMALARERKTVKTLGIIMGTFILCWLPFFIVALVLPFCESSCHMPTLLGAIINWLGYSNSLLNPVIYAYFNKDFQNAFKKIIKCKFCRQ
Jurkat tox 60K: cytotoxicity toward Jurkat cells; actives 1.2% (n = 56,000); Jurkat E6.1 viability, ATP luminescence, 48 h; inhibition, % at 4 µM; AID 463;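 active = inhibition above the mean inhibition of all tested compounds plus 3 SD, cut at about 28% in these data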
5HT1a antag: 5-HT1a (human) receptor antagonism; P08908; CHO 5-HT1a Ga15 NFAT-bla reporter, antagonist mode; inhibition, % at 10 µM; actives 0.68% (n = 62,000); AID 612;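 active = inhibition above the mean of all tested compounds plus 3 SD, cut at about 43% in these data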;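 also: receptor stimulated by 5-CT agonist at 100 nM near EC80; beta-lactamase reporter measured by ratiometric fluorescence of a cleavable substrate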
5HT1E antag: 5-HT1E (human) receptor antagonism | P28566 | actives 0.99% (n = 65,000) | CHO 5-HT1E Ga15 NFAT-bla reporter, FRET, antagonist | AID 571 | inhibition, % at 6 µM;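 active = inhibition above a set limit, the mean inhibition across every tested compound plus 3 SD, cut at about 29% in these data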;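 also: signal is the 460 over 535 nm emission ratio of beta-lactamase substrate; 0% = agonist plus DMSO wells and 100% = wells without agonist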
S1P1 ag pot: activates or potentiates agonism at human S1P1 receptor; P21453; S1P1 CRE-bla cells, forskolin, beta-lactamase FRET, potentiator mode; S1P1 agonist co-added at EC20, 2 nM; 100% = saturating reference agonist, 0% = basal; activation, % at 9.5 µM; actives 0.57% (n = 56,000); AID 449;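 active = activation above a cutoff set at the mean activation of all tested compounds plus 3 SD, cut at about 54% in these data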;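 also: forskolin at 4 µM as EC80 and the EC20 agonist is SEW2871; 100% = SEW2871 at its EC100 plus forskolin at EC80; some compounds past the cut are filed as inactive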
S1P3 agonist: agonists of human S1P3 receptor. S1P3 NFAT-BLA reporter cells, agonism, FRET ratio; relative to 1 µM S1P, basal subtracted. activation, % at 4.5 µM. actives 0.1% (n = 60,000). AID 373;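 active = activation above the screen-wide mean plus 3 SD, cut at about 4.5% in these data, passing the limit was not always enough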; also: some compounds called inactive have numbers as strong as hits
Target sequence (Q99500 whole entry, looked up): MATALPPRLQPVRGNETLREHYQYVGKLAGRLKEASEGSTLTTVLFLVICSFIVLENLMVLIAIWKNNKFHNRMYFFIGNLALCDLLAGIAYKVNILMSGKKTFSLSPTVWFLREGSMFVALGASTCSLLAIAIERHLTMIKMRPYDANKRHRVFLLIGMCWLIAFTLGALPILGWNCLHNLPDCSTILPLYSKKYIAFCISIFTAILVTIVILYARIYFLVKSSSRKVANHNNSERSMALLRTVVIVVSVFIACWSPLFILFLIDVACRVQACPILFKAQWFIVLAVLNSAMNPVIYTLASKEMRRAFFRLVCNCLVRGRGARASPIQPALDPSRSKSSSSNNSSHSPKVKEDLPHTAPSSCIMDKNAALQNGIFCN
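Benchmarks: high control 1 µM S1P / System: stable CHO line with human S1P3, Gα16, NFAT-BLA reporter / Dosing: single compound concentration, 4.5 µM final / Timing: 4 h compound at 37 °C, 2 h substrate at RT / Measured by: FRET β-lactamase substrate fluorescence, excitation 405 nm, 460/535 nm emission ratio, background-subtracted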
D1 allo mod: allosteric modulators of human D1 dopamine receptor. B-score at 10 µM. P21728. HEK293 D1, CRE-luciferase, dopamine EC30 potentiation; actives deviate in either direction. actives 5.9% (n = 58,000);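 active = luminescence count or its row- and column-corrected plate score outside the 99.7% band of the plate's sample wells, on either side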
HTR1E agonist: activates the human 5-HT1E serotonin receptor. CHO 5-HT1E Ga15 NFAT-bla reporter, FRET; 0% DMSO wells, 100% control agonist wells. actives 0.69% (n = 65,000). P28566. activation, % at 6 µM. AID 574;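 active = activation above a set limit, the screen-wide mean activation plus 3 SD, cut at about 8.5% in these data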;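 also: 100% = positive control agonist at 1 µM giving full maximal response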
An asterisk follows results filed as active; . = no result given. The order is random. About 8.3% of those tested had a hit in this group.

SMILES | HEK293 NFkB inh | HTR1A agonist | Jurkat tox 60K | 5HT1a antag | 5HT1E antag | S1P1 ag pot | S1P3 agonist | D1 allo mod | HTR1E agonist
COc1ccccc1N(CC(=O)Nc1ccc2c(c1)OCO2)S(=O)(=O)c1ccccc1 | -4 | 0.6 | 2 | 24 | 6 | -5 | -0.6 | -0.41 | -0.1
CCc1ccc(NC(=O)Cn2c(=O)oc3cc(S(=O)(=O)N4CCOCC4)ccc32)cc1 | 17 | -1.0 | 8 | -1 | 0 | -26 | 0.5 | -0.29 | 0.0
O=C(CNC(=O)C1CCCCC1)NCCCO | 6 | -2.2 | -4 | 8 | -12 | -19 | -1.1 | -0.16 | 0.5
CCn1nnnc1SCC(=O)Nc1nc(-c2cccs2)cs1 | -3 | 1.9 | -10 | 0 | -7 | -3 | 0.9 | 0.07 | 0.5
O=C(O)CCSc1ccc2ccccc2n1 | . | -0.8 | . | . | -2 | -12 | -2.1 | -1.8 | -0.7
O=C1N2CCSC2=NC1(NS(=O)(=O)c1ccccc1)C(F)(F)F (stereo not drawn) | 4 | -1.1 | 0 | 5 | 3 | -12 | -1.1 | 0.37 | 0.5
COc1cccc(/C=c2\sc3nc(-c4cccs4)nn3c2=O)c1OC | 5 | -1.0 | 4 | 11 | 2 | -6 | 0.0 | -0.0052 | -0.9
CCc1ccc2oc(-c3cc(N)ccc3O)nc2c1 | -2 | -0.7 | 0 | 31 | 10 | 26 | -0.8 | -1.6 | -0.2
COc1ccc(S(=O)(=O)Nc2c(C)ccc3nsnc23)cc1OC | -1 | -1.0 | -13 | -10 | 1 | -17 | -0.2 | 1.3 | -0.9
Cc1csc(SCC(=O)Nc2nc3ccccc3s2)n1 | 2 | 0.3 | 7 | -7 | 0 | -26 | -0.3 | 1.3 | -0.1
Cc1cc(C)n(CCOC(=O)c2sc3ccccc3c2Cl)n1 | 9 | 2.3 | 2 | 2 | 2 | -10 | -1.1 | 1.8 | -0.2
C=CCN(CC=C)S(=O)(=O)c1ccc(F)cc1 | 16 | 1.9 | -7 | -1 | -11 | 8 | -1.1 | 0.13 | -0.5
O=C(CCc1nc(-c2ccccc2)no1)NCC1CCCO1 (stereo not drawn) | 15 | -1.7 | -3 | 7 | -1 | 6 | -1.5 | -0.29 | -0.3
CCOC(=O)C1CCCCN1C(=O)CCc1c(C)nc2ncnn2c1C (stereo not drawn) | 6 | -2.9 | -2 | -4 | -13 | -26 | 0.1 | -0.56 | -0.8
COc1ccc(C(=O)O)cc1NS(=O)(=O)c1cccc2nsnc12 | 17 | -4.1 | 1 | 7 | 8 | -7 | -0.2 | 0.24 | 0.3
CC(=O)N1C(=O)N(C)C2C1N(C)C(=O)N2C(C)=O (stereo not drawn) | 11 | -2.9 | -1 | 4 | 3 | -9 | 0.1 | 0.052 | -0.5
Cc1sc2nc(SCC(=O)c3cc(C)n(CC4CCCO4)c3C)n(C(C)C)c(=O)c2c1C (stereo not drawn) | 12 | 4.0 | 2 | -35 | 2 | -21 | 0.8 | -2.3* | 0.7
Cc1ccc(S(=O)(=O)CC2CSc3nc(N)cc(=O)n32)cc1 (stereo not drawn) | 8 | -2.7 | 1 | 2 | -3 | 7 | -1.8 | -0.21 | 0.4
O=C(O)CC12CSc3[nH]c(=O)sc3C1c1ccccc1OC2=O (stereo not drawn) | 21 | 1.5 | -4 | 10 | 2 | 3 | -0.8 | -0.32 | 0.5
CCOC(=O)c1cnc(Nc2nc3ccccc3o2)nc1CN1CCN(c2ccccc2)CC1 | 16 | 0.9 | 8 | -6 | 7 | -14 | -0.4 | -0.15 | 2.6

Some of these compounds in order of the D1 allo mod value, descending:
SMILES	D1 allo mod
O=C1N2CCSC2=NC1(NS(=O)(=O)c1ccccc1)C(F)(F)F (stereo not drawn)	0.37
CCOC(=O)c1cnc(Nc2nc3ccccc3o2)nc1CN1CCN(c2ccccc2)CC1	-0.15
CCc1ccc2oc(-c3cc(N)ccc3O)nc2c1	-1.6

Further entries.
SMILES | HEK293 NFkB inh | HTR1A agonist | Jurkat tox 60K | 5HT1a antag | 5HT1E antag | S1P1 ag pot | S1P3 agonist | D1 allo mod | HTR1E agonist
COc1ccc(C2CC(=O)C=C(NCC3CCCO3)C2)cc1 (stereo not drawn) | 10 | -1.8 | -2 | 7 | 6 | . | -0.8 | 0.013 | -0.1
O=C(NC1CCCCC1)N1CCC(c2nc3ccc(Cl)cc3[nH]2)CC1 | 16 | 0.9 | 4 | -1 | 1 | -35 | -0.4 | 0.95 | -0.3
O=C1c2[nH]nc(-c3ccccc3O)c2C(c2ccc(F)cc2)N1Cc1ccco1 (stereo not drawn) | 14 | 4.9 | 4 | 53* | -4 | 18 | -1.6 | . | 0.1
CCc1nc2ccccc2c(C(=O)OCC(=O)Nc2ccc(S(=O)(=O)N3CCOCC3)cc2)c1C | 3 | 4.3 | 7 | -6 | 5 | 16 | -0.5 | 0.46 | 0.5
CSCCC1(C(=O)O)NC(c2ccccc2O)C2C(=O)N(C(C)C)C(=O)C21 (stereo not drawn) | -8 | -3.5 | -1 | -6 | -1 | -11 | 1.6 | . | -0.6
COc1cccc(Oc2cn[nH]c2-c2ccc(OC)cc2O)c1 | 7 | -5.6 | 10 | 8 | 7 | 8 | 0.3 | . | -0.3
COC1=Cc2c(ccc3ccc(=O)oc23)OC1(C)C | 18 | 1.4 | . | -6 | -2 | . | . | . | 0.4
O=C(CSc1nnnn1-c1ccc(Cl)cc1)N1CCc2ccccc2C1 | 10 | -0.7 | -7 | -20 | -2 | 7 | -0.7 | -0.096 | -0.7
CCOc1ccc(/C(O)=C2/C(=O)C(=O)N(c3nc(C)c(C)s3)C2c2ccco2)cc1 (stereo not drawn) | . | 0.6 | . | . | 3 | 7 | -4.5 | . | -0.3
Cn1c2ccccc2c2ncn(CCC3=CCCCC3)c(=O)c21 | -2 | -0.8 | 8 | 36 | 11 | 11 | -1.1 | 1 | 0.0
Cc1ccc(CNc2oc(COc3ccccc3Cl)nc2C#N)cc1 | . | 9.0 | . | . | 10 | -10 | 2.2 | 0.17 | 2.3
Cc1cc(=O)[nH]c(SCC2COC3(CCCCC3)O2)n1 (stereo not drawn) | 10 | -2.0 | 0 | 4 | -6 | -12 | -0.8 | -0.79 | -0.1
Cc1ccc(N2CC(C(=O)Nc3cccc(F)c3)CC2=O)cc1 (stereo not drawn) | 18 | -4.8 | 0 | -4 | -11 | -15 | -1.0 | -0.74 | 0.0
COCCn1c(=O)[nH]c2cc(C(=O)NCCN3CCN(c4ccccc4)CC3)ccc2c1=O | -2 | 1.5 | . | 14 | -1 | . | . | -2 | -1.1
COC(=O)c1[nH]c2ccc(C)cc2c1NC(=O)CN1CCN(C(=O)c2ccccc2)CC1 | 2 | 1.0 | 7 | -2 | 9 | 8 | -1.0 | -0.083 | 0.4
Cc1ccccc1-c1nnc(SCC(=O)Nc2ccc(Cl)cc2)n1N | 14 | 2.5 | . | -2 | -8 | . | . | -1.7 | -0.2
CCOC(=O)CNC(=O)CN1CCCN(S(=O)(=O)c2ccc(Br)s2)CC1 | 22 | -0.5 | -12 | -4 | 4 | -16 | -1.8 | -1 | -0.2
N#Cc1c(NC(=O)CCC(=O)O)sc2c1CCCC2 | . | -0.8 | . | . | -6 | -4 | -1.5 | -0.21 | 0.2
Cc1ccc2c(c1)NCC(C(=O)NCc1ccccc1)O2 (stereo not drawn) | 13 | -3.3 | -3 | -3 | 5 | -22 | 0.2 | 0.18 | -0.5
O=C(CSc1ccc2nnc(-c3cccs3)n2n1)N1CCOCC1 | 11 | 0.3 | -8 | -14 | -5 | -15 | 0.2 | -0.37 | 1.2
Cc1ccccc1N1C(=O)[C@@H]2Cc3ccccc3CN2C1=O | 6 | -3.7 | 7 | 3 | 5 | 8 | -0.4 | 0.066 | -0.9
CCOC(=O)c1oc2nc(C(C)C)c3c(c2c1N)CCC3 | 4 | -1.4 | -6 | -3 | -9 | 4 | -0.6 | . | 1.3
COc1ccc2c(c1)CCc1c(C(=O)N3CCCCCC3)noc1-2 | -22 | -2.1 | -3 | 1 | -2 | 5 | -0.8 | -1.2 | -1.6
Cc1cc(C)c(NC(=O)CN2CCN3CCCC3C2)c(C)c1 (stereo not drawn) | 4 | -4.1 | -1 | 10 | -2 | -38 | 1.8 | -0.23 | -0.2
COCCSc1ccccc1C(=O)NCc1ccco1 | 12 | -5.9 | 4 | 6 | -2 | -20 | -0.1 | -0.31 | -0.2
COc1ccc(N(CC(=O)Nc2cc(C(=O)O)ccc2C)S(=O)(=O)c2c(C)noc2C)cc1 | 20 | -1.1 | 0 | -8 | -3 | -7 | -1.0 | . | 1.6
CCC(=O)Nc1c(C)c(CC)nc2ccccc12 | 10 | -3.1 | 6 | 17 | 10 | -10 | -1.5 | -0.63 | -0.9
COc1ccc(N(CC(=O)NC(C)(C)C)C(=O)c2ccco2)cc1 | 23 | -1.3 | 8 | 0 | 0 | 6 | -0.4 | -0.68 | 0.0
CSc1nc(Oc2ccc(=O)[nH]n2)nc(N(C)C)n1 | . | -3.1 | . | . | -15 | -6 | 0.2 | . | 0.0
Cn1c(=O)c2c(nc(OCC3COC(C)(C)O3)n2Cc2ccccc2F)n(C)c1=O (stereo not drawn) | 26 | -0.6 | 11 | -18 | 0 | 12 | 0.0 | 0.81 | -0.8
COc1cc(OC)cc(-c2nc(-c3ccccc3)no2)c1 | 7 | -3.2 | 2 | 16 | 8 | . | -0.5 | -0.24 | 0.0
CCC(C)NC(=O)CCCCCn1c(=O)[nH]c2cc(OC)c(OC)cc2c1=O (stereo not drawn) | 15 | 0.4 | . | -3 | 3 | . | . | . | -0.2
C/C(N)=C(/C#N)C(=O)CSc1ncnc2ccccc12 | 5 | -1.3 | -8 | 7 | -3 | -2 | 0.2 | 0.59 | 0.2
Cc1cc(-c2ccccc2)nc2cc(C(=O)NCCCn3ccnc3)nn12 | 15 | -1.3 | . | 9 | -11 | . | . | 0.48 | -0.2
NCC(O)COCCC12CC3CC(CC(C3)C1)C2 (stereo not drawn) | 3 | -5.0 | 1 | -26 | -8 | -6 | -0.7 | 0.34 | -0.3
COc1ccc(Cl)cc1N(C)C(=O)CCNC(=O)Cn1cnc2ccccc2c1=O | 3 | -0.7 | -1 | 15 | -4 | 8 | -1.1 | -0.15 | -0.4
O=C(Nc1nc2ccccc2[nH]1)C1CCCO1 (stereo not drawn) | 1 | -0.1 | 4 | -22 | -2 | -36 | 0.2 | -0.014 | 0.0
COc1ccc(NC(=O)C2CC(c3cc(OC)c(OC)c(OC)c3)=NO2)cc1OC (stereo not drawn) | 12 | 3.1 | 3 | -5 | 1 | -29 | 1.8 | 1.5 | 0.2
CCOC(=O)COc1ccc(C(=O)NC2CCCCC2)cc1 | 10 | 0.9 | 2 | -3 | 4 | . | -1.1 | -5.6* | -0.4
CCc1nnc(SCC(=O)NC2CCCCC2)nc1CC | 20 | -1.6 | -1 | -4 | 1 | 9 | 0.4 | -0.23 | 0.4
